Source: PubChem BioAssay
PTPN22 inh 2: PTPN22 phosphatase inhibitors, primary screen, biochemical, DiFMUP fluorescence, 2 µM. hit rate 0.21% among 96,000. recombinant LYP catalytic domain. inhibition, % at 2 µM;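 active means inhibition at 2 µM at or above a set limit, the screen mean plus 3 SD, cut at about 24% in these data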;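 further: 0% = DMSO with enzyme and 100% = enzyme fully blocked by orthovanadate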
cytoskel mod: modifiers of F-actin cytoskeleton organization, primary screen, imaging, HUVEC, phalloidin staining, high-content imaging. HUVEC TNFa F-actin phalloidin imaging. inhibition, % at 2 µM. hit rate 0.18% among 91,000;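 active means inhibition above the batch mean plus 3 SD and confirmed as a hit by visual image inspection, cut at about 30% in these data, passing the limit was not always enough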; further: strong numbers were not always called active
HIV Rev-RRE inh: HIV-1 Rev-RRE binding inhibitors, primary screen, biochemical, FRET, protein-RNA interaction. P05866. Rev peptide-RRE RNA binding. inhibition, % at 8 µM. hit rate 0.79% among 97,000. AID 704, 2007;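 active means inhibition above the screen-wide mean plus 3 SD, cut at about 35% in these data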;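 further: 0% = median DMSO wells and 100% = median Neomycin B control wells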
Target sequence (P05866 whole entry, looked up): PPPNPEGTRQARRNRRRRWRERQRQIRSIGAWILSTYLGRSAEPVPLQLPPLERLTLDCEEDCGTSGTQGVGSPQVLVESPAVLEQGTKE
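Assay system: Rev peptide and RRE RNA, both fluorescently labelled; times: 5 min preincubation and 15 min binding, 25 °C; detection: FRET, ex 480 nm, em 540 and 671 nm; read-out basis: % inhibition from 671/540 nm acceptor-to-donor ratio, scaled between controls; benchmarks: DMSO low control, neomycin B high control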
PLK1 kinase inh: human PLK1 kinase inhibitors, primary screen, biochemical, TR-FRET; recombinant PLK1 kinase, TR-FRET peptide phosphorylation; inhibition, % at 10 µM; hit rate 0.53% among 97,000; AID 619, 2007;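 active means inhibition of 50% or more in the single-concentration screen; inactive means inhibition below 50%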;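 further: 0% = DMSO max control and 100% = H-89 dihydrochloride min control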
EphB4 antag: EphB4-ephrin-B2 interaction antagonists, primary screen, biochemical, TNYL-RAW peptide probe, fluorescence polarization. EphB4 LBD / TNYL-RAW-Alexa532 peptide. hit rate 0.15% among 97,000. inhibition, % at 7 µM. AID 720, 2007;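 active means inhibition above the screen-wide mean inhibition plus 3 SD, cut at about 15% in these data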;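 further: 0% = DMSO wells and 100% = excess unlabeled TNYL-RAW peptide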
Target sequence (P54760 whole entry, looked up, the tested form may be a part): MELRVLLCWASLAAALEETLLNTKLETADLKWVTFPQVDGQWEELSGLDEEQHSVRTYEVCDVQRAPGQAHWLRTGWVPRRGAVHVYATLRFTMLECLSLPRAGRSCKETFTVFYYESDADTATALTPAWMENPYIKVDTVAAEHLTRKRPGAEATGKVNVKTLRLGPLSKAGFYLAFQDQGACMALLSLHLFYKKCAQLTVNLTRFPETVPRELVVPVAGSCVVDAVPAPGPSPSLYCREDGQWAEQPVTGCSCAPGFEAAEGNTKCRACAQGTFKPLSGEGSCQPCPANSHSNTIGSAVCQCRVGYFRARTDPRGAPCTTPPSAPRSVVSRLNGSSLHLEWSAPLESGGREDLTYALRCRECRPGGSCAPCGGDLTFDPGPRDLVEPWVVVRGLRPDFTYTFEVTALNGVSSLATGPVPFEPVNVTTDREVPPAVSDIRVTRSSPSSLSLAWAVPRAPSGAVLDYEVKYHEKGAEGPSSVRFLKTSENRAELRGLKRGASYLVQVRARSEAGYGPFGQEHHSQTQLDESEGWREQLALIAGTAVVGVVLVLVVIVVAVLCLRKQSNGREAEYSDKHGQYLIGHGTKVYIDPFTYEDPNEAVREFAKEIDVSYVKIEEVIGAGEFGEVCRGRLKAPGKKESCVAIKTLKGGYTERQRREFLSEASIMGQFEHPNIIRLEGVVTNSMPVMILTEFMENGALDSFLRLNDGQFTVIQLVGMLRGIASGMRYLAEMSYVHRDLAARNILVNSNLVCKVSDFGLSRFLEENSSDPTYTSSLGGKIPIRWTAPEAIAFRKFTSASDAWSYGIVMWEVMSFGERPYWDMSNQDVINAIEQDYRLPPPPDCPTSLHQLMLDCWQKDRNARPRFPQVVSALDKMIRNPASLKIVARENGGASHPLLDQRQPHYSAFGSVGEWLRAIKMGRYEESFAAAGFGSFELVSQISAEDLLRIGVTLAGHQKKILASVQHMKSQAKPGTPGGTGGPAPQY
Plk1 PBD FP: Plk1 polo box domain binding inhibitors, primary screen, biochemical, fluorescence polarization; Plk1 PBD phosphopeptide binding; inhibition, %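 (tested at about 20 µM)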; hit rate 0.13% among 97,000; in the data active means inhibition above about 34%, passing the limit was not always enough
PTPN22 act: LYP phosphatase activators, primary screen, biochemical, DiFMUP fluorescence, 2 µM; Tyrosine-protein phosphatase non-receptor type 22 (Homo sapiens), Q9Y2R2; recombinant LYP; 0 = plate median, 100 = signal doubled; activation, % at 2 µM; hit rate 0.11% among 96,000; AID 697, 2007;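 active means activation at 2 µM above a set limit, the mean plus 5 SD, cut at about 37% in these data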
FAK inh: FAK kinase inhibitors, primary screen, biochemical. Focal adhesion kinase 1 (Homo sapiens), Q05397. biochemical FAK kinase activity assay. inhibition, %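 (tested at 7 µM)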. hit rate 0.84% among 97,000. AID 727, 2007; in the data active means inhibition above about 19%;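 further: 0% = DMSO and 100% = reference compound high control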
PTK2B oligo ant: antagonists of Pyk2 self-association, primary screen, Q293 cells, FERM NanoBiT luminescence, HTS; Protein-tyrosine kinase 2-beta (Homo sapiens), Q14289; active compounds read low; z-score (the deposit names both 25 µM and 10 µM); hit rate 0.83% among 99,000;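 active means Z-score of -3 or lower, scaled per plate to the spread of control and sample wells; inactive means z-score above -3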;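 further: negative z-score means lost luminescence so less FERM oligomerization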
Active calls of the source: *; nt = not tested or not shown.

SMILES | PTPN22 inh 2 | cytoskel mod | HIV Rev-RRE inh | PLK1 kinase inh | EphB4 antag | Plk1 PBD FP | PTPN22 act | FAK inh | PTK2B oligo ant
COC(=O)c1[nH]c2ccc(C)cc2c1NC(=O)NC1CCCCC1 | -8 | 9 | -1 | -2 | 2 | 12 | 10 | 2 | -0.29
CC1CN(C(=O)/C=C/c2cccc([N+](=O)[O-])c2)CC(C)O1 (stereo not given) | 2 | 16 | 4 | -11 | -1 | -14 | 4 | 1 | 0.53
O=C(CN1CCN(C(=O)c2ccco2)CC1)Nc1cc(C(F)(F)F)ccc1Cl | -12 | -21 | 6 | -11 | -8 | 21 | 9 | 0 | 0.27
CCCNC(=O)NC(=O)COc1c(F)c(F)cc(F)c1F | -18 | 22 | -2 | -10 | 1 | 7 | 21 | -5 | 0.14
c1ccc(C(Cc2nc(-c3ccncc3)no2)c2ccccc2)cc1 | 1 | 0 | 2 | -1 | 2 | -16 | -5 | 2 | -1.1
C/C(=N\NC(=O)C(C)Sc1ccccc1)C(C)(C)C (stereo not given) | 5 | 8 | 0 | -7 | -4 | 15 | 0 | -8 | 1.9
CC(=O)c1[nH]c(C)c(C(C)=O)c1C | 4 | -13 | 1 | -2 | -5 | -2 | -2 | 2 | 0.73
Cc1ccc(NC(=O)CSc2nccn2Cc2ccccc2)cc1C | 12 | 12 | 12 | -4 | 4 | -18 | -10 | 1 | -0.1
COC(=O)c1ccc(N2CCN(S(=O)(=O)c3ccc(C)cc3)CC2)c([N+](=O)[O-])c1 | nt | nt | 10 | -2 | 1 | 14 | nt | -8 | -0.75
CN1C(=O)CC(N2CCN(C(=O)c3ccccc3)CC2)C1=O (stereo not given) | 0 | 12 | 11 | -11 | 0 | -2 | 1 | -3 | 0.29
CN(C(=O)CSC1=Nc2ccccc2C2=NC(c3ccccc3)C(=O)N12)C1CCCCC1 (stereo not given) | 12 | 9 | 6 | 3 | -5 | -9 | -11 | -1 | -1.1
O=C(CCCc1c[nH]c2ccccc12)N1CCN(c2ccc(N3CCOCC3)nn2)CC1 | -4 | 4 | -40 | -14 | -5 | 4 | 0 | -1 | nt
CCOC(=O)C1CCCCN1Cc1cccc(OC)c1OC (stereo not given) | 7 | -20 | 3 | -12 | 4 | -3 | -7 | 1 | 0.86
Fc1ccc(NCc2cccnc2)cc1F | -22 | 16 | 41* | 2 | -1 | -12 | 22 | 1 | 1.3
O=C(CNS(=O)(=O)c1cccc(C(F)(F)F)c1)Nc1ccccc1F | 7 | 22 | 5 | -2 | -2 | 18 | -5 | 2 | 0.58
COC(=O)c1cccc(OCC(O)Cn2cnc3cc(C)c(C)cc32)c1 (stereo not given) | -3 | -18 | 15 | -13 | -1 | 5 | 0 | -3 | 1.2
COC(=O)c1ccccc1S(=O)(=O)N(CCCN1CCOCC1)Cc1cccs1 | 1 | -4 | 3 | -10 | 6 | -6 | -2 | 0 | 0.42
Cc1ccccc1OCC(=O)Nc1ccc(N2CCN(C(=O)C(C)C)CC2)c(Cl)c1 | -2 | -13 | -2 | -16 | -1 | 10 | 1 | 0 | -4*
CCCCC(=O)Nc1ccc(C(=O)NNC(=O)c2ccccc2Br)cc1 | -6 | -6 | 2 | -6 | 7 | 23 | 11 | -8 | -0.51
CC(=O)c1ccc(OCC(O)CN2CCN(CC(O)COc3ccc(C(C)=O)cc3)CC2)cc1 (stereo not given) | 0 | 9 | 2 | -9 | -3 | 6 | 0 | 0 | -0.96
COC(=O)CCCC(=O)N1CCOCCN(C(=O)CCCC(=O)OC)CCOCC1 | 6 | -15 | 4 | -10 | -2 | 5 | -7 | 1 | -0.07
COc1ccccc1-c1nnc2sc(COc3ccc(Cl)cc3)nn12 | 18 | -3 | 12 | -12 | -2 | -11 | -17 | -1 | -0.56
COc1ccc(Cl)cc1C(=O)Nn1c(C)nc2ccccc2c1=O | 2 | nt | 3 | -9 | -3 | 8 | -2 | 7 | 0.32
OCCN=C1CCCc2c1[nH]c1ccc(Br)cc21 | 2 | -8 | 9 | -9 | 7 | 11 | 0 | 6 | -1.8
O=C(N/N=C/c1c[nH]c2ccc(Br)cc12)c1ccn(Cc2ccc(Cl)cc2)n1 | 2 | 1 | 5 | -7 | -4 | -10 | 1 | -1 | -1.3
Cc1[nH]c2ccccc2c1C(=O)CNc1nccs1 | -1 | 0 | 8 | -12 | -3 | -4 | 0 | 3 | -2
COC(=O)c1ccc(-c2ccco2)n1Cc1cc(C)ccc1C | 0 | -9 | 8 | -6 | 0 | 9 | 0 | -2 | 0.24
Cc1nc(N)[nH]c(=O)c1CCC(=O)OCC(C)C | -1 | -2 | 4 | -10 | -4 | 13 | 0 | -2 | 0.87
COCCNC(=O)NC(=O)COC(=O)c1cc([N+](=O)[O-])ccc1Sc1nc(C)cs1 | 9 | 15 | 4 | -8 | 2 | 2 | -6 | 2 | -0.59
CC(Sc1nnc2c(n1)C1(C)CCC2C1(C)C)C(=O)Nc1ccccc1 (stereo not given) | 5 | -19 | -1 | 1 | -3 | -5 | -1 | 6 | 1.1
O=C(O/N=C1/CCSc2ccccc21)c1ccccc1 | -10 | -6 | 4 | -9 | -1 | -10 | 13 | 4 | 0.24
N#CC1(c2ccccc2)CCCN1C(=O)c1ccco1 (stereo not given) | -5 | 2 | 6 | 2 | 3 | -23 | 4 | 4 | -0.24
COc1ccccc1N1CC(C(=O)Nc2cccc(C(=O)O)c2)CC1=O (stereo not given) | -14 | 2 | -6 | -7 | -4 | 11 | 12 | 0 | 1.8
COC(=O)CC1SC(=O)NC1=Nc1ccccc1 (stereo not given) | 1 | 7 | 4 | -8 | -6 | 21 | -3 | 3 | -0.31
COc1ccc(/C(N)=N/OC(=O)c2cccc([N+](=O)[O-])c2)cc1 | 1 | -7 | 2 | 0 | 0 | 8 | -2 | 0 | 0.65
Cc1c(NC(=O)CN2CCN(C(=O)c3ccco3)CC2)c(=O)n(-c2ccccc2)n1C | 4 | 11 | 4 | -11 | -4 | -1 | -7 | -1 | 1.1
Cc1cccc(NC(=O)c2cc(N3CCOCC3)nc3ccccc23)c1 | -10 | -10 | -4 | 13 | -2 | 5 | 10 | -3 | -1.1
O=C(Cc1ccccc1)N1CCC(O)(c2cccnc2)CC1 | -10 | -10 | 5 | -1 | -2 | -16 | 7 | -2 | 0.85
COc1ccc(N2CC(C(=O)Nc3cc(C)on3)CC2=O)cc1 (stereo not given) | -1 | -2 | 2 | 18 | -5 | -10 | 4 | -3 | -0.67
O=C(c1ccccc1)N1CCN(C2CCCCC2)CC1 | -3 | 14 | -3 | -10 | 11 | -5 | 2 | 3 | 1.2

HIV Rev-RRE inh: entries above that show a hit.
SMILES | PTPN22 inh 2 | cytoskel mod | HIV Rev-RRE inh | PLK1 kinase inh | EphB4 antag | Plk1 PBD FP | PTPN22 act | FAK inh | PTK2B oligo ant
Fc1ccc(NCc2cccnc2)cc1F | -22 | 16 | 41* | 2 | -1 | -12 | 22 | 1 | 1.3

The list continues.
SMILES | PTPN22 inh 2 | cytoskel mod | HIV Rev-RRE inh | PLK1 kinase inh | EphB4 antag | Plk1 PBD FP | PTPN22 act | FAK inh | PTK2B oligo ant
CCn1c(C)c(C(C)=O)c(N2CCN(c3cccc(Cl)c3)CC2)nc1=S | 4 | 6 | 4 | -3 | -7 | 12 | -1 | 0 | -0.51
O=C(Nc1ccc2ccccc2c1)c1onc2c1CCCC2 | -3 | 0 | 13 | 0 | -7 | 15 | 5 | 12 | 0.19
O=C(c1ccco1)N1CCN(S(=O)(=O)c2cccc(C(F)(F)F)c2)CC1 | -10 | 6 | 6 | -15 | 1 | -5 | 7 | -2 | -0.2
COC(=O)C1=C(C(=O)OC)SC2(S1)C(C(=O)OC)=C(C(=O)OC)SC1=C2c2cc(C)ccc2NC1(C)C | -1 | 16 | -2 | 43 | 1 | -14 | 4 | 2 | -1.6
CCOC(=O)c1nn(C23CC4CC(CC(C4)C2)C3)c2c1C(=O)N(c1ccc(C)cc1)C2=O | 3 | 0 | 8 | 3 | 7 | -13 | 1 | 6 | -0.43
Cc1ccc(S(=O)(=O)NC(=O)NCc2ccccc2)cc1 | 0 | -1 | 12 | -10 | -5 | -14 | 1 | -3 | 0.77
Cc1ccn2cc(CNC(=O)c3cccs3)nc2c1 | -5 | -4 | 3 | -4 | -5 | 43 | 4 | -1 | nt
Cc1ccc(NC(=O)CN2CCC(C(=O)c3ccc4c(c3)OCCO4)CC2)cc1 | 7 | -19 | 7 | -1 | -1 | -21 | -9 | -3 | 0.37
Cc1ccc(CNC(=O)CCCNC(=O)c2ccc(Cl)cc2)n1C | 12 | nt | 6 | -2 | 4 | -22 | -15 | 3 | -0.5
CC(C)NCC(O)Cn1c2c(c3ccccc31)CCc1c-2cnn1-c1ccccc1 (stereo not given) | 4 | 7 | -5 | -18 | 5 | -6 | -4 | 10 | 1.5
CC1=CC(C)(C)Nc2ccc(OC(=O)CN3C(=O)c4cccc5cccc(c45)C3=O)cc21 | 6 | -5 | 14 | -4 | 0 | 3 | -4 | 10 | nt
O=C(NCCCN1CCCC1=O)c1ccc2c(c1)NC(=O)c1ccccc1S2 | 0 | 15 | 6 | -4 | -3 | 7 | -3 | -5 | nt
COC(=O)C1CCN(S(=O)(=O)c2ccc(OC)cc2)CC1 | 5 | nt | 8 | -8 | -1 | 27 | -4 | 2 | 1.3
CC1CCCCC1NC(=O)CN1C(=O)NC(Cc2ccccc2)(Cc2ccccc2)C1=O (stereo not given) | 8 | 3 | 2 | -11 | 1 | -14 | -12 | 2 | -0.32
CCCS(=O)(=O)N1CCC(C(=O)NCCCN(CC)c2cccc(C)c2)CC1 | 8 | 4 | 0 | -9 | -3 | -8 | -10 | 1 | 1.4
CCOC(=O)C(C(=O)Nc1ccccc1)C1CCCCC1 (stereo not given) | 1 | 30 | 9 | 4 | 0 | -5 | -3 | 0 | 0.51
O=C(CCNc1ccccc1)c1cccc([N+](=O)[O-])c1 | -5 | 0 | 1 | -7 | -13 | -6 | 9 | -6 | -0.67
Cc1c(NC(=O)c2cccc(S(=O)(=O)N3CCOCC3)c2)c(=O)n(-c2ccccc2)n1C | -6 | -13 | 2 | 0 | 0 | -5 | 2 | -3 | -0.5
COCCCn1cnc2c(c1=O)c1nc3ccccc3nc1n2CCc1ccccc1 | -4 | -9 | -4 | 9 | 8 | -19 | 3 | 0 | -0.69
COc1ccc(-c2ccc(-c3nnn(CC(C)=O)n3)cc2)cc1 | -15 | -32 | 2 | -3 | -4 | 16 | 10 | -1 | -0.3
CC(C(=O)NCc1cccs1)N1C(=O)c2ccccc2C1=O (stereo not given) | 5 | -4 | 2 | -5 | -3 | -17 | -2 | -3 | -0.41
O=S(=O)(NCCCCCNS(=O)(=O)c1ccccc1)c1ccccc1 | 5 | 3 | 6 | -12 | 8 | -15 | -5 | 0 | -0.07

Compound profiles (already shown):
CC(C)NCC(O)Cn1c2c(c3ccccc31)CCc1c-2cnn1-c1ccccc1 (stereo not given) in the list: PTPN22 inh 2: 4; cytoskel mod: 7; HIV Rev-RRE inh: -5; PLK1 kinase inh: -18; EphB4 antag: 5; Plk1 PBD FP: -6; PTPN22 act: -4; FAK inh: 10; PTK2B oligo ant: 1.5
COC(=O)C1=C(C(=O)OC)SC2(S1)C(C(=O)OC)=C(C(=O)OC)SC1=C2c2cc(C)ccc2NC1(C)C in the list: PTPN22 inh 2: -1; cytoskel mod: 16; HIV Rev-RRE inh: -2; PLK1 kinase inh: 43; EphB4 antag: 1; Plk1 PBD FP: -14; PTPN22 act: 4; FAK inh: 2; PTK2B oligo ant: -1.6
